LEDGF integ inh – blocks HIV-1 LEDGF/p75-dependent DNA integration; TR-FRET IN-LEDGF/p75 DNA integration, Eu/Cy5; inhibition, % at 3.7 µM; 370,000 tested, 0.64% active;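 active = inhibition above the screen-wide mean plus 3 SD, cut at about 13% in these data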;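 also: signal is the Cy5 over europium emission ratio at 671 and 618 nm; 0% = plate median of compound wells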
mABHD4 FP – inhibits mouse alpha/beta hydrolase domain 4; Q8VD66; purified mABHD4, FP-Rh probe fluorescence polarization; 370,000 tested, 0.54% active; inhibition, % at 8.92 µM;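 active = inhibition exceeding the mean over every tested compound plus 3 SD, cut at about 30% in these data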;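 also: 0% = plate median of compound wells and 100% = S159A mutant with DMSO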
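Assay system: wild-type mouse ABHD4 protein; compound: single nominal dose of 8.92 µM, 0.89% DMSO final; schedule: 45 min + 60 min at 25 °C; measured by: FP readout, ex 525 nm / em 598 nm; evaluation: % inhibition of FP-Rh probe binding versus controls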
UHRF1 MBD2 ctr – UHRF1 methyl-DNA binding inhibition; Q96T88; UHRF1 binding to methylated oligo, TR-FRET; inhibition, % at 4.4 µM; 370,000 tested, 0.75% active; AID 687016; in the data active = inhibition above about 21%;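 also: UHRF1 SRA domain binding a hemimethylated CpG hairpin DNA probe; 0% = median of test compound wells and 100% = reference inhibitor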
TCR CD3 inh – blocks the human TCR-CD3 interaction; TAMRA-labeled TCR probe fluorescence, biochemical; AID 651800; inhibition, % at 9.4 µM; 360,000 tested, 0.37% active; in the data active = inhibition above about 19%;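 also: recombinant mutant TCR 2C K166C tagged with TAMRA read by polarization; 0% = receptor in buffer alone and 100% = receptor with positive control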
HTRA1 inh – inhibitors of human serine peptidase HTRA1; Q92743; recombinant HTRA1, FP-rhodamine activity-based probe, fluorescence polarization; inhibition, % at 5.96 µM; 340,000 tested, 0.5% active; AID 504803; in the data active = inhibition above about 36%;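 also: 0% = enzyme with DMSO and 100% = wells lacking enzyme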
Target sequence (Q92743 whole entry, looked up): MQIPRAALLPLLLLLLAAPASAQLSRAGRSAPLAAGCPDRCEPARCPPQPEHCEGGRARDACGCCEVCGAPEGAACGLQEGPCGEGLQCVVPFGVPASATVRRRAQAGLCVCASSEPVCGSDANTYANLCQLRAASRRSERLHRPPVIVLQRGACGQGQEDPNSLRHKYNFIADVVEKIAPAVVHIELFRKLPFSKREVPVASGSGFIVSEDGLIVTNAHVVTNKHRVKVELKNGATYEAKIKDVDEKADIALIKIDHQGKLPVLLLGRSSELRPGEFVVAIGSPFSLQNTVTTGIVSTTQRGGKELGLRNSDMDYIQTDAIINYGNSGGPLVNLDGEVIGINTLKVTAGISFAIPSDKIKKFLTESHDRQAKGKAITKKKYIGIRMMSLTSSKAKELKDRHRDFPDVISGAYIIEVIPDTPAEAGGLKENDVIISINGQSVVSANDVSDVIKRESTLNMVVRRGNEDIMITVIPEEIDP
PRMT1 FP inh – PRMT1 (human) inhibition, primary screen; recombinant PRMT1, activity-based probe fluorescence polarization; inhibition, % at 2.79 µM; 370,000 tested, 1.3% active; AID 652257;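 active = inhibition above about 21% made by adding two undisclosed values, limit read from the data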
Target sequence (Q99873 whole entry, looked up): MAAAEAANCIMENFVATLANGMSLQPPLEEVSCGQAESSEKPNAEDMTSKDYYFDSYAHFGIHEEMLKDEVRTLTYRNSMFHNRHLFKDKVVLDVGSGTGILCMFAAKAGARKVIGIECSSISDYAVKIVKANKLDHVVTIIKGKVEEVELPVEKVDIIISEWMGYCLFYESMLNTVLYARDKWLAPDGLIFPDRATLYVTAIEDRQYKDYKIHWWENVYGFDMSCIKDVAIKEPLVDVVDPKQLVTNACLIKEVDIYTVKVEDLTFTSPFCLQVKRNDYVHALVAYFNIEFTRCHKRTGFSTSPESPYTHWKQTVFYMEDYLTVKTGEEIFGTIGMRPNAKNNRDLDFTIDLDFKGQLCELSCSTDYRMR
NR1D1 modulator – modulates human Rev-erb alpha binding to DNA. P20393. Rev-erbα–FITC-DNA binding, fluorescence polarization, 90 min. activity, % at 10 µM. 370,000 tested, 0.79% active. AID 1259318;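 active = activity above about 14%, limit read from the data; passing the limit was not always enough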;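 also: 0% = DMSO wells with 35 nM protein and 100% = DMSO wells with 750 nM protein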
rCAG binder – r(CAG) repeat RNA binding; TO-PRO-1 dye displacement fluorescence; inhibition, % at 3 µM; 370,000 tested, 1.3% active; AID 651821;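 active = inhibition above the plate cutoff, the mean of all test compounds on that plate plus 3 SD, cut at about 35% in these data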;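 also: 0% = DMSO alone and 100% = 100 µM mitoxantrone as full dye displacement; higher means more dye released from RNA so lower well fluorescence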
MBD2 DNA inh – MBD2-methylated oligo binding inhibition | inhibition, % at 4.4 µM | TR-FRET, MBD2 binding to methylated oligonucleotide | Q9UBB5 | 370,000 tested, 0.31% active; in the data active = inhibition above about 13%
PG9 binder – small molecules binding HIV-1 gp120 antibody PG9 | inhibition, % at 6.7 µM | AID 624416 | 360,000 tested, 0.43% active | TR-FRET gp120-PG9 antibody binding; in the data active = inhibition above about 8.5%
The depositor's hits bear a star; · = no result given.

Start of the data: the first 2 records (preview)
Values run as follows: PRMT1 FP inh	HTRA1 inh	MBD2 DNA inh	rCAG binder	LEDGF integ inh	PG9 binder	TCR CD3 inh	NR1D1 modulator	UHRF1 MBD2 ctr	mABHD4 FP
(1) COc1cc(C(O)P(=O)(OCCC(C)C)c2ccc(N(C)C)cc2)cc(OC)c1OC (stereo not drawn)
    -1	-3	1	-8	0	-1.9	-5	2	1	-4
(2) CC(NC(=O)CCC(=O)c1ccccc1)c1ccc(F)cc1 (stereo not drawn)
    -1	-6	0	4	2	-1.9	0	3	-4	1

The listing (from the top)
Values run as follows: PRMT1 FP inh	HTRA1 inh	MBD2 DNA inh	rCAG binder	LEDGF integ inh	PG9 binder	TCR CD3 inh	NR1D1 modulator	UHRF1 MBD2 ctr	mABHD4 FP
(1) COc1cc(C(O)P(=O)(OCCC(C)C)c2ccc(N(C)C)cc2)cc(OC)c1OC (stereo not drawn)
    -1	-3	1	-8	0	-1.9	-5	2	1	-4
(2) CC(NC(=O)CCC(=O)c1ccccc1)c1ccc(F)cc1 (stereo not drawn)
    -1	-6	0	4	2	-1.9	0	3	-4	1
(3) Cc1ccc(C(=O)C(OC(=O)CNS(=O)(=O)c2ccccc2)c2ccccc2)cc1 (stereo not drawn)
    7	-21	5	7	-8	0.3	4	2	2	-30
(4) CCn1cc(C(=O)NCc2ccco2)c2cc(OC)c(OC)cc2c1=O
    8	-2	8	3	0	0.8	-5	1	4	-7
(5) CCN1C(=O)C2(SC(NC(C)=O)=NN2C(C)=O)c2cc(C)cc(C)c21 (stereo not drawn)
    -1	0	-3	-5	-1	0.5	2	-6	-3	1
(6) O=C(Nc1ccc(F)cc1)c1cccc(N2C(=O)C3C4C=CC(C4)C3C2=O)c1 (stereo not drawn)
    -3	0	3	-3	1	-2.5	8	-2	11	0
(7) CCN(CC)CCCNC(=S)N(Cc1cccs1)Cc1cc2cc3c(cc2[nH]c1=O)OCCO3
    1	-1	3	8	1	-0.6	5	6	0	-5
(8) Cc1c(C(=O)NCc2ccc(C(F)(F)F)cc2)sc(=O)n1Cc1ccc(S(=O)(=O)N(C)C)cc1
    -1	·	-3	4	2	-0.4	-1	-4	-1	-7
(9) Cc1ccccc1C(=O)NNC(=O)Cc1cccc2ccccc12
    1	-2	0	-3	-2	1.2	-3	0	-1	1
(10) O=S(=O)(Nc1ccc2c(c1)OCCO2)c1cccc2cccnc12
    1	-1	4	2	1	2.2	-2	0	3	-1
(11) O=C1[C@H](c2ccccc2)[C@@H](c2ccccc2)N1c1ccncc1
    -2	-4	9	0	-1	-1.1	2	10	22*	-2
(12) O=C1NC(=O)C(Cc2ccc(Cl)cc2)(c2ccccc2)N1 (stereo not drawn)
    -3	-5	-1	3	-1	-1.2	4	0	-1	-3
(13) COc1ccc(C(=O)N2CCC2(C)C(=O)NC(C)C)c(OC)c1 (stereo not drawn)
    -2	·	-6	3	3	-1.6	4	-5	-4	-1
(14) COc1ccc(CCC(=O)Nc2ccc3c(c2)OCO3)cc1
    1	13	-2	4	-4	-0.7	-7	2	3	5
(15) O=C(NCCCO)C(=O)NCc1ccccn1
    -1	2	1	0	0	-2.0	-2	2	-1	0
(16) Cc1nc(NCCc2ccc(F)cc2)c(C#N)c(C)c1[N+](=O)[O-]
    1	-1	-3	2	0	-1.1	6	4	3	1
(17) COc1ccc(C(CNC(=O)c2ccc(S(=O)(=O)Nc3cccc(C)c3C)cc2)N2CCOCC2)cc1 (stereo not drawn)
    2	-9	5	3	-3	-2.1	-8	2	-4	1
(18) Nc1[nH]c(C(=O)c2ccccc2)c(-c2ccccc2Cl)c1C(=O)c1ccccc1
    0	·	-1	8	-7	-0.7	4	2	0	7
(19) CCCc1cc(N2CCC(C(N)=O)CC2)nc(-c2ccccc2)n1
    4	3	4	-5	2	3.5	-8	6	0	3
(20) O=S(=O)(c1ccccc1)n1c(C(O)c2ccccn2)cc2ccccc21 (stereo not drawn)
    1	-6	-2	-2	2	0.2	-2	-5	9	1
(21) CC(C)CNS(=O)(=O)c1ccc(OCC(=O)NCC2CCCO2)c(Cl)c1 (stereo not drawn)
    -4	-1	-2	-2	0	0.8	2	0	-2	1
(22) COc1cccc(NC(=O)Cn2c(=O)oc3cc(S(=O)(=O)N4CCCC4)ccc32)c1
    -1	1	-6	3	0	0.9	-8	5	0	-1
(23) O=C(CSc1nnc(NC2CCCCC2)s1)N1CCOCC1
    -1	-6	-3	1	5	-2.8	-8	4	2	-6
(24) COc1ccc(C2C(C(=O)OC3CCCCC3)=C(C)Nc3nnnn32)c(OC)c1OC (stereo not drawn)
    2	-7	3	-2	-1	-0.4	-8	4	7	-2
(25) CS(=O)(=O)N(CC(=O)N1CCN(c2cccc(Cl)c2)CC1)C1CCCCC1
    -2	-1	-11	-8	-3	-0.4	12	2	-6	-4
(26) COC(=O)c1nc(NC2=NCCCCC2)n[nH]1
    -1	-4	3	0	-1	1.9	1	-5	1	8
(27) Cc1ccc(NC(=S)N2CCC(NC(=O)c3ccccc3)CC2)cc1
    -1	8	2	3	-1	2.9	4	4	-3	4
(28) O=C(Nc1ccc2c(c1)OCO2)C1Cc2c(-c3ccncc3)ccnc2O1 (stereo not drawn)
    -1	·	0	-1	1	-1.1	2	2	0	1
(29) CC(=O)c1c(C)[nH]c(C(=O)CSc2ncnc3sc(-c4ccccc4)cc23)c1C
    2	-6	-3	13	4	-0.4	6	12	-1	-5
(30) O=C(NCC(c1ccco1)N1CCCC1)c1cn(-c2ccccc2)nc1-c1ccc(F)cc1 (stereo not drawn)
    -2	-27	2	-2	4	-1.4	9	0	-1	2
(31) Cc1cc(C)c2c(N)c(C(=O)Nc3ccccc3Cl)sc2n1
    0	·	5	3	-4	-1.3	4	0	-1	4
(32) CC(NS(=O)(=O)/C=C/c1ccccc1)c1ccccc1 (stereo not drawn)
    -2	-2	-8	-2	3	-2.6	2	-7	0	5
(33) Cn1c(SCC(=O)N/N=C/c2ccco2)nc2ccccc21
    0	1	-1	3	8	-0.4	-11	-6	4	-1
(34) COc1ccc(OC)c2c(=O)cc(C(=O)O)[nH]c12
    1	·	1	1	-1	-0.1	-1	6	-2	5
(35) Cc1ccc(F)cc1NC(=O)/C=C/c1ccc(S(=O)(=O)N2CCOCC2)cc1
    -3	-8	-4	3	3	-1.4	8	0	1	1
(36) Cc1c(CCC(=O)O)c(=O)oc2cc3occ(-c4ccc(F)cc4)c3cc12
    3	-9	5	47*	3	-0.1	0	-3	-4	-3
(37) Cc1ccccc1NC(=O)N(O)C1(C#N)CCCCC1
    -3	-2	-7	1	1	-0.9	4	2	-1	2
(38) C#CCCCCCCCCC(=O)NCCCC
    -3	4	-5	-11	4	0.8	5	2	0	-2
(39) CCC(C)NC(=O)C(=O)NC1CCCC1 (stereo not drawn)
    0	2	1	1	3	-1.2	-3	-5	-5	-3
(40) CN1CCN(CCOc2ccc(Cc3ccccc3)cc2)CC1
    1	13	-7	-8	2	0.4	3	-6	3	5
(41) CC(=O)c1cccc(-c2csc(N3CCC(C(N)=O)CC3)n2)c1
    -2	-3	0	-4	-2	-1.7	3	-1	-2	7
(42) CC(C)=CC1C(C(=O)Nc2ccc(Br)cn2)C1(C)C (stereo not drawn)
    -1	-24	2	-8	3	1.2	-3	0	-1	7
(43) Cc1c(NS(=O)(=O)c2cc(C(=O)NCC3CCCO3)cc(Cl)c2Cl)c(=O)n(-c2ccccc2)n1C (stereo not drawn)
    0	-2	2	2	-1	1.6	3	4	0	-2
(44) Cc1nc2c(OCc3ccc(Cl)cc3Cl)cccn2c1N(C)Cc1cccs1
    -1	·	3	3	1	2.1	-3	-3	-3	13
(45) O=C(c1ccc2nc(-c3ccco3)c(-c3ccco3)nc2c1)N1CCN(c2ncccn2)CC1
    35*	22	4	35*	34*	-1.0	29*	-31	12	33*
(46) CCOc1ccc2[nH]c3c(NCCO)ncnc3c2c1
    3	4	1	5	-8	-2.8	-2	-6	0	8
(47) COc1ccc(NC(=O)c2ccc(S(=O)(=O)N3CC(C)CC(C)C3)cc2)cc1S(N)(=O)=O (stereo not drawn)
    -1	-9	4	9	1	3.5	1	-4	-3	5
(48) Cc1ccc(-c2cc(-c3ccc(Cl)cc3)c(C#N)c(N)n2)o1
    42*	14	-7	23	1	3.1	-5	3	-2	5
(49) Cc1ccccc1Cn1c2ccccc2c2cnn(CC(=O)NCc3ccccn3)c(=O)c21
    2	-4	1	0	-4	0.1	-5	4	-4	-8
(50) CCCCN1C(=O)CN(CCc2ccccc2)C(=O)C1c1ccc(OC)cc1 (stereo not drawn)
    -2	-4	-3	-2	2	-0.1	1	4	0	1
(51) Cc1ccc(C(=O)Nc2ccc(C(=O)N/N=C/c3c[nH]c4ccccc34)cc2)cc1
    -3	-11	-1	12	3	-1.7	-5	3	1	0
(52) N#CC1=C(N)Oc2cc(N)ccc2C1c1ccccc1Cl (stereo not drawn)
    4	3	5	6	8	-1.7	0	5	1	30*
(53) CC(NC(=O)c1cccc(S(=O)(=O)N2CCN(Cc3ccccc3)CC2)c1)c1ccc(Br)cc1 (stereo not drawn)
    1	-32	-2	1	2	-1.5	5	6	2	2
(54) CNC(=O)C(=O)Nc1ccc(C)cc1C
    1	5	4	-4	0	-1.0	-8	-2	3	2
(55) NC(=O)Cn1cc(C(=O)c2cccs2)c2ccccc21
    -2	0	3	2	2	0.4	17	2	-3	1
(56) Cn1c(=O)c2c(nc(N3CCOCC3)n2CC(=O)C23CC4CC(CC(C4)C2)C3)n(C)c1=O
    0	-1	-6	-2	1	-2.0	0	9	-2	-3
(57) Cc1[nH]c(=O)[nH]c(=O)c1S(=O)(=O)N1c2ccc(F)cc2CCC1C (stereo not drawn)
    2	4	0	5	-3	0.8	-4	-3	1	-2
(58) CCOC(=O)c1nn(-c2cccc(C)c2)c2nc(-c3ccccc3)c(C#N)c(=O)n12
    -3	-2	2	1	2	1.8	2	21	0	0

Bioassay records deposited in PubChem by several laboratories.

This is a subset, so the mix of outcomes need not match the whole.
